# Compound activity from PubChem.
# HCV core dimer: blocks dimerization of HCV core protein. TR-FRET GST/Flag-core106 dimerization, 1536-well. inhibition, % at 5 µM. actives 0.33% (n = 300,000);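 active means inhibition above the mean of all tested compounds plus 3 SD, set per screening campaign, cut at about 45% in these data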
#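 assay system = GST-tagged and Flag-tagged HCV core protein residues 1-106 | controls = unlabelled core106 and no-GST-core106 wells | incubation = compound-protein-antibody incubation 4 h at 22.5 °C | probe or stimulus = Eu donor and XL665 acceptor anti-tag antibodies | read-out = % inhibition based on acceptor/donor emission ratio | signal = TR-FRET 671 and 617 nm emission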
# TPT1 inh: inhibitors of Candida albicans tRNA 2'-phosphotransferase TPT1; recombinant caTPT1, FP RNA substrate dephosphorylation; inhibition, % at 5 µM; actives 0.81% (n = 300,000);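 active means inhibition above the mean of all tested compounds plus 3 SD, set per screening campaign, cut at about 24% in these data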;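 further: plate controls were DMSO alone for no effect and ferristatin control at 100 nM for full effect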
# ZTA DNA inh: ZTA (EBV) inhibition in EBNA-1 counter-screen; ZTA-DNA binding, fluorescence polarization; inhibition, % at 11 µM; actives 0.15% (n = 320,000); P03206; AID 2234; in the data active means inhibition above about 33%
# Target sequence (P03206 whole entry, looked up): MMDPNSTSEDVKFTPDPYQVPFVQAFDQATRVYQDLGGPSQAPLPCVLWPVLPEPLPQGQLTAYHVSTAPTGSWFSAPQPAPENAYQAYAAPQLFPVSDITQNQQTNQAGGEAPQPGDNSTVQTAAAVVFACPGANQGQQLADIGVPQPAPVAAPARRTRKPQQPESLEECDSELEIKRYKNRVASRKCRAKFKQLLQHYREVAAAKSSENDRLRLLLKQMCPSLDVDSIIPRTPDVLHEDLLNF
# PP1 counter: counter-screen for PP5 inhibitors: inhibitors of human PP1-alpha. P62136. purified PP1alpha, OMFP fluorescence. inhibition, % at 6.7 µM. actives 0.9% (n = 320,000);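 active means inhibition above the mean inhibition of all tested compounds plus 3 SD, computed separately for each screening campaign, cut at about 15% in these data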
# Target sequence (P62136 whole entry, looked up): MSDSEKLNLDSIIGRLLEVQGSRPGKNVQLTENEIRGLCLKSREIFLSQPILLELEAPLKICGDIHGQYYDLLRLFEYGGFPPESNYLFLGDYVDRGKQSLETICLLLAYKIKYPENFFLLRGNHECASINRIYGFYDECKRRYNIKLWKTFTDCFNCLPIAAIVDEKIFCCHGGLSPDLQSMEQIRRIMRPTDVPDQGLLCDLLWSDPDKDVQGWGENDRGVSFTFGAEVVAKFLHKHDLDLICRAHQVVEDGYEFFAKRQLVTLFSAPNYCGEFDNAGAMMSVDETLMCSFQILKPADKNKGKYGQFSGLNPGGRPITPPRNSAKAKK
# Yeast superoxide: yeast age-related superoxide inhibition as caloric restriction mimetic; AID 2690; S. cerevisiae aged cells, superoxide DHE fluorescence; hits give low values; superoxide response (% of plate mean), % at 10 µM; actives 0.18% (n = 330,000);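 active means superoxide response under a set limit, about three screen SD below normal, cut at about 65% in these data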;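 further: yeast aged for seven days with compound at 30 °C before DHE staining; 100% = average MFI of all compound-treated wells on the plate with controls excluded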
# CTSL1 counter: blocks F. hepatica cathepsin L1 in PFM18AAP counter-screen; recombinant F. hepatica cathepsin L1, Z-Leu-Arg-MCA fluorescence; inhibition, % at 5.96 µM; actives 0.49% (n = 300,000); AID 1906;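 active means inhibition above the mean of all tested compounds plus 3 SD, set per screening campaign, cut at about 17% in these data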;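 further: 0% = plate median of test compound wells and 100% = 1 µM Z-Phe-Ala-diazomethylketone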
# EBNA-1 inhibitor: blocks EBNA-1 binding to DNA | inhibition, % at 14.8 µM | EBNA-1 DNA binding, fluorescence polarization | actives 0.34% (n = 300,000); in the data active means inhibition above about 28%
# GASC-1 inh: human JMJD2C demethylase inhibition; Q9H3R0; GST-JMJD2C(1-420) H3K9me3 demethylation, DELFIA europium; inhibition, % at 2.35 µM; actives 0.069% (n = 330,000); AID 2099;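 active means more than half of a compound's replicate wells show inhibition beyond 50%, single wells judged on their own value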;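 further: signal counts dimethyl H3K9 product captured on neutravidin plate; 0% = median of DMSO wells and 100% = 0.3 times that DMSO median; strong numbers were not always called active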
# PP5 primary: PP5 (human) phosphatase inhibition | P53041 | purified PP5c, OMFP substrate fluorescence | inhibition, % at 6.7 µM | actives 0.18% (n = 320,000) | AID 1987;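 active means inhibition above the campaign's mean inhibition across all tested compounds plus 3 SD, cut at about 9.5% in these data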;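 further: 0% = DMSO only and 100% = 100 µM cantharidin control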
# Target sequence (P53041 whole entry, looked up): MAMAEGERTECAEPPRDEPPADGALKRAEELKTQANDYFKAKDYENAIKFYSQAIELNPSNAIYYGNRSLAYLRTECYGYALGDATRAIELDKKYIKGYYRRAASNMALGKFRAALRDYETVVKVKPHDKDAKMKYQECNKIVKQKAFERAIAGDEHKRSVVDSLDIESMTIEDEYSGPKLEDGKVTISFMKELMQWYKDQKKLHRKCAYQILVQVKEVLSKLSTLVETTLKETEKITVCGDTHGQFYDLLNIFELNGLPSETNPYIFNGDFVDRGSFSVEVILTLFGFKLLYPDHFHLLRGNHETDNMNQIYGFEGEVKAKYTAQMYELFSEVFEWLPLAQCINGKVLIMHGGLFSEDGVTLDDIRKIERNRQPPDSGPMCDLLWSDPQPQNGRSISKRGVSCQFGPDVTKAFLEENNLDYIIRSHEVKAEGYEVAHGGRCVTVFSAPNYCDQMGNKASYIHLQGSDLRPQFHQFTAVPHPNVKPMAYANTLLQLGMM
# Active calls of the source: *; . = no result given. This is a random part of the collection; overall some 3.1% were active at least once.
molecule	TPT1 inh	PP5 primary	ZTA DNA inh	CTSL1 counter	GASC-1 inh	Yeast superoxide	EBNA-1 inhibitor	PP1 counter	HCV core dimer
CC(=O)c1c(C)oc2ccc(N(C(=O)C3CCCCC3)S(=O)(=O)c3cc([N+](=O)[O-])ccc3C)cc12	-0.3	-0.1	-5.8	2.1	1.7	100.5	-4.8	0.8	-1.7
Oc1ccc(/C=N/Nc2nn3cnnc3c3ccccc23)cc1	0.6	-2.0	-4.2	-4.5	-4.3	98.4	-4.7	-5.5	-0.1
COc1ccc(NC2=NCCCCC2)cc1	-1.5	-0.3	7.3	1.9	-6.6	92.0	-0.9	-5.5	-1.9
Cc1ccc2[nH]c3c(c2c1)SC(C)(C)CC3=O	4.3	2.1	10.9	1.6	-4.1	106.4	-5.1	-2.5	-4.6
O=C(NCc1n[nH]c(=S)n1-c1ccc(Br)cc1)c1cccs1	-2.7	0.0	11.2	-2.0	13.0	85.9	12.7	0.5	1.3
CSc1ncccc1C(=O)N(C)CC(=O)Nc1ccc(Cl)c(C(F)(F)F)c1	0.4	4.0	13.7	0.5	2.2	106.9	-0.2	1.0	15.8
CCOc1ccc(NC(=O)NC23CC4CC(CC(C4)C2)C3)cc1	0.0	1.8	7.7	0.8	6.1	121.0	6.2	2.9	15.7
CN(Cc1ccccc1)C(=O)CCNC(=O)Cn1cnc2ccccc2c1=O	-4.2	-1.3	-7.1	0.5	39.9	99.8	5.1	-5.4	-5.0
O=C(NCCC(=O)N1CCN(c2ccccc2O)CC1)c1ccc(Br)cc1	2.0	1.4	-8.5	-2.6	-16.1	100.6	-16.1	-2.8	8.4
COc1ccc(C2NC(c3ccc(OC)cc3)C(c3ccccc3)C(=O)C2c2ccccc2)cc1 (centres undefined)	-2.2	-1.0	-6.4	-1.2	-11.9	87.7	6.7	1.1	18.3
Cc1cc(C)c[n+](-c2[nH]c(=O)sc2/C=N/N=C(\[O-])c2cccnc2)c1	-4.7	-1.1	4.1	3.7	3.8	83.8	-6.6	0.9	-7.9
CCC(CC)C(=O)NCCc1ccc(OC)c(OC)c1	0.8	1.2	-0.5	5.3	1.1	99.8	-9.7	-2.2	0.2
CCCSC1=N/C(=C\c2ccc3c(c2)OCO3)C(=O)S1	0.3	-0.7	10.9	-0.7	4.4	91.5	10.2	0.7	0.5
COc1nsnc1NS(=O)(=O)c1ccc(NC(=S)NC(=O)c2cccnc2)cc1	-3.0	-1.0	-4.6	9.1	21.9	116.5	-4.6	-0.9	2.0
CC(C)(C)C(=O)NC(=S)NNC(=O)c1ccncc1	-3.1	-1.5	-10.1	1.0	1.6	97.7	6.0	0.0	-8.5
COc1ccc(-c2csc(NC(=O)CSc3nc(C)cs3)n2)cc1	0.5	3.5	-4.3	3.1	12.1	107.0	23.3	0.4	-0.4
CC1CCN(CC(=O)N2CCN(c3ccccc3)CC2)CC1	-0.8	-0.3	-6.0	-0.9	4.9	102.2	5.7	-4.8	-4.0
Cc1cc(N2CCN(C)CC2)nc2ccc(NC(=O)c3ccc4c(c3)OCO4)cc12	-3.5	1.7	-9.1	3.0	-9.4	80.2	-9.4	0.1	-5.4
O=S(=O)(/C=C/c1ccccc1)N1CCNCC1	0.1	1.0	-2.9	-0.8	-5.1	96.6	-8.8	3.4	-9.1
Cc1ccc(NC(=O)COC(=O)c2cc(-c3cccs3)nn2-c2ccccc2)cc1[N+](=O)[O-]	-1.7	3.5	-9.4	-1.6	-5.0	98.2	-0.5	4.3	7.3
Cc1ccn2c(C(=O)CSc3ccc(Cl)cc3)c(C)nc2c1	1.2	5.0	-9.9	3.4	-0.8	110.4	-3.2	-0.9	3.5
CCCOc1ccc(N2C(=O)C3ON(c4ccccc4)C(CCC)C3C2=O)cc1 (centres undefined)	1.1	3.3	-9.2	1.1	106.3	103.4	-17.4	1.6	7.7
Cc1cccc(NC(=O)CSCc2nc3c(nnn3Cc3ccc(F)cc3)c(=O)[nH]2)c1C	3.2	0.2	1.0	-1.1	7.6	116.6	-9.6	0.9	0.6
FC(F)(F)c1cccc(Cc2noc(CN(Cc3ccccn3)CC3CCCO3)n2)c1 (centres undefined)	-2.1	1.6	-2.5	-1.8	-0.8	98.7	-3.9	-0.6	-1.4
O=C(CCc1nc2ccccc2c(=O)[nH]1)Nc1nnc(SCc2ccc(F)cc2)s1	0.8	-1.3	1.4	3.3	-24.0	101.5	-10.0	-7.9	11.9
CCn1cc(/C=C(\NC(=O)c2cc(OC)c(OC)c(OC)c2)C(=O)NCCN2CCOCC2)c2ccccc21	4.8	-2.9	7.2	0.8	-3.6	99.5	6.8	-3.4	-2.2
CCOC(=O)CN(C)Cc1cn[nH]c1-c1ccc2cc(OC)ccc2c1	-3.2	4.0	-8.3	5.5	3.3	104.5	10.7	1.5	0.0
COC(=O)CS(=O)(=O)c1ccc(C)cc1	-0.8	-1.3	-4.7	0.0	4.1	103.3	1.0	-5.5	6.5
C=CCCC(=O)NC1CCCc2c1cnn2-c1ccccc1F (centres undefined)	-4.7	3.0	3.5	2.7	-3.7	91.7	0.8	-2.5	-0.1
CC(=O)N/C(=C\c1ccc(F)cc1)C(=O)N(C)C	1.5	0.8	3.6	-1.2	-0.5	97.9	13.4	0.3	0.1
C=C(C)Cn1c(CCNC(=O)C(C)C)nc2ccccc21	1.4	1.4	-8.5	-1.9	9.1	96.5	10.2	3.2	-9.5
COc1cc(OC)c(S(=O)(=O)NCc2cccnc2)cc1NC(C)=O	1.3	-2.3	18.8	-7.5	-6.3	123.6	2.5	-0.3	4.1
O=c1oc2ccccc2c(Nc2ccccc2O)c1[N+](=O)[O-]	-1.1	2.5	11.4	0.8	1.8	104.8	6.1	1.6	11.1
Cc1ccc(CNC(=O)c2cc(S(=O)(=O)N3CCOCC3)cn2C)cc1	-0.9	-1.2	-7.6	1.5	9.9	92.5	-6.6	-4.0	13.4
COCCC(=O)Nc1ccc2c(c1)CN(C(=O)CSC)CC2	0.4	6.0	10.3	0.4	-3.8	93.0	-4.1	-1.8	0.8
CCCN1C2CCCC1CC(NC(=O)NC13CC4CC(CC(C4)C1)C3)C2 (centres undefined)	-1.1	3.3	-20.9	-5.3	-14.5	111.2	-9.3	-1.4	-0.3
CCC(=O)NCCc1nc2cc(NC(=O)c3ccc(OC)cc3)ccc2n1C	3.9	1.5	-6.1	-5.8	-18.5	95.8	-4.1	-4.1	-8.4
O=C(Nc1ccc(N2CCCC2=O)cc1)c1cncc(Br)c1	3.8	2.8	8.1	1.4	1.5	101.5	7.5	3.2	4.7
O=C(CCNC(=O)Cn1ccc2ccccc2c1=O)NCC1CCCC1c1ccccc1 (centres undefined)	-4.4	-0.7	-5.1	-1.0	15.5	105.8	0.5	-1.3	-9.8
Cc1ccc(S(=O)(=O)NC(C)(C)CN2CCc3ccccc3C2)cc1	0.2	3.4	-7.2	-2.2	-9.3	105.9	-16.5	-0.5	3.8
CCCn1c(COc2ccccc2)nc2ccccc21	0.0	-4.1	16.8	3.6	2.1	95.6	9.1	1.0	2.1
COc1cc(Cl)ccc1NC(=S)N(CCN1CCOCC1)C1CCN(C(C)=O)CC1	-1.3	-1.1	-12.7	-0.2	-10.1	99.5	-3.2	-6.8	-2.2
O=C(CSc1ccc(-c2cccs2)nn1)Nc1ccccc1	3.6	1.1	15.7	-2.2	1.1	103.7	-8.8	0.1	0.9
CC1CCCCC1NC(=O)C(=O)NCC1CCCO1 (centres undefined)	-3.6	-0.2	3.8	1.1	5.0	88.9	-6.3	-1.0	2.3
CCCN(C(=O)COC(=O)c1cc(CC)c(C)s1)c1c(N)n(Cc2ccccc2)c(=O)[nH]c1=O	3.8	-1.0	1.4	3.5	4.2	96.8	-3.5	-1.9	15.2
Cc1occc1-c1nnc(SCC(=O)N2CCCCC2C)o1 (centres undefined)	.	1.2	2.7	.	-0.8	88.7	.	-3.3	.
CC1Cc2ccccc2N1S(=O)(=O)c1cccc(C(=O)c2nccn2C)c1 (centres undefined)	-2.7	2.8	-5.3	4.7	-3.8	84.1	1.9	-1.4	-6.4
O=C(OCc1ccccc1Cl)C1CC(=O)N(Cc2ccco2)C1 (centres undefined)	-1.1	-0.9	-8.6	-35.8	7.3	91.3	-16.6	-3.9	0.0
C[C@H](NC(=O)c1ccccc1Cl)C(=O)OCC(=O)N1CCN(c2ccccc2)CC1	.	5.2	-11.5	.	0.3	94.9	.	-1.6	.
COc1ccc(NC(=O)CCC(=O)N(Cc2ccc(OC)c(OC)c2)c2nccs2)cc1	0.3	1.2	-4.5	-1.7	0.7	109.4	-0.9	-6.8	7.3
COc1ccc(CN=C(Nc2ccccc2)SC2CC(=O)N(C)C2=O)cc1 (centres undefined)	-4.5	2.3	-5.8	-2.8	6.7	82.2	-3.9	1.3	0.2
O=C(COC(=O)c1ccc(O)cc1O)Nc1nnc(-c2ccccc2)o1	-4.0	-3.2	0.3	-2.7	0.0	83.8	-5.2	2.5	0.8
C/C=C/C(=O)OCC(=O)Nc1ccc(C)c(S(=O)(=O)N(C)C)c1	-4.9	0.0	6.6	-11.2	-1.4	90.9	17.3	0.7	1.4
CC1=C(C(=O)OC(C)C)C(c2cccnc2)C2=C(CC(C)(C)CC2=O)N1 (centres undefined)	0.7	2.0	-15.1	-0.6	1.0	84.6	5.5	-0.4	0.2
C=CCOC(=O)C1=C(C)NC(=O)NC1c1cn(-c2ccccc2)nc1-c1cccs1 (centres undefined)	1.0	7.4	-5.6	1.3	-2.7	98.9	-2.4	-0.1	11.7
O=C(CSc1nnc(-c2ccccc2F)n1C1CCCCC1)N1CCCC1	-0.3	1.8	-18.0	-12.8	-0.2	96.4	-2.3	1.3	-0.6
CC(=O)c1sc2c(c1OC(=O)c1ccc(Cl)cc1Cl)c(=O)n(-c1ccccc1)c(=S)n2-c1ccccc1	1.0	-0.8	-3.7	2.4	2.7	96.5	-1.2	38.0*	-13.2
COc1ccc2c(c1)C=C(CN1CCN(C(C)C)C(CCO)C1)CO2 (centres undefined)	1.6	0.2	-19.1	4.6	4.0	102.2	-5.4	-1.4	-0.3
CC(C)Nc1nc(-c2ccccc2)nnc1-c1ccccc1	0.6	1.1	-10.6	-4.7	-0.4	120.8	-15.9	-3.1	0.6
Cc1ccc(S(=O)(=O)c2cc(N3CCOCC3)nc(-c3ccccc3)n2)cc1	2.9	4.2	-12.2	-3.2	2.9	118.1	-10.2	-2.6	-1.5
CCCS(=O)(=O)c1nc(S(=O)(=O)c2ccc(C)cc2)c(N2CC(C)OC(C)C2)s1 (centres undefined)	-2.2	2.3	-5.8	-5.9	.	99.4	-0.9	0.8	-7.3
Cc1ccc(S(=O)(=O)CC(=O)c2cc3cccc(C)c3oc2=O)cc1	1.3	-1.1	11.2	-1.2	-3.0	106.0	16.5	-0.6	17.0

# One compound at a time, from the list above. Screens in order: TPT1 inh	PP5 primary	ZTA DNA inh	CTSL1 counter	GASC-1 inh	Yeast superoxide	EBNA-1 inhibitor	PP1 counter	HCV core dimer
# Profile of CC1=C(C(=O)OC(C)C)C(c2cccnc2)C2=C(CC(C)(C)CC2=O)N1 (centres undefined) : 0.7	2.0	-15.1	-0.6	1.0	84.6	5.5	-0.4	0.2
# Profile of COc1ccc(CN=C(Nc2ccccc2)SC2CC(=O)N(C)C2=O)cc1 (centres undefined) : -4.5	2.3	-5.8	-2.8	6.7	82.2	-3.9	1.3	0.2
